Assay outcomes from PubChem.
D1 PAM – enhances dopamine response at the human D1 receptor. HEK293 TREx D1 cells, calcium flux, dopamine EC20 potentiation. potentiation, % at 10 µM. 360,000 compounds, 0.036% hits. AID 504651; in the data active = potentiation above about 30%; note: 0% is about no effect
TRHR enhancer – TRH receptor (human) allosteric enhancement. P34981. TRHR cells, fluo-8 calcium fluorescence, EC20 TRH enhancement. enhancement, % at 2 µM. 360,000 compounds, 0.66% hits. AID 493056; in the data active = enhancement above about 30%; note: 0% is about no effect
Target sequence (P34981 whole entry, looked up): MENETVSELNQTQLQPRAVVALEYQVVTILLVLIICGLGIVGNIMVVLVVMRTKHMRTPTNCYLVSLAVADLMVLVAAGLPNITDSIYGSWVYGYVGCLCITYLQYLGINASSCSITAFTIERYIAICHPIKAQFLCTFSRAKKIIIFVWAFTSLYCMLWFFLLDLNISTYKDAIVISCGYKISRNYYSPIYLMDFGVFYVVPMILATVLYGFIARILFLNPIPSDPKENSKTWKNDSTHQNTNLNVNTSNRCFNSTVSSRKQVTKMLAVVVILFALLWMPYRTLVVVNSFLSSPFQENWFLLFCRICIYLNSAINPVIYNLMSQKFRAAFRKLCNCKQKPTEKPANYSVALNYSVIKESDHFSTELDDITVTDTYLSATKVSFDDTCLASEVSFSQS
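Enhancer read-out: after compound pinning and an initial kinetic agonist-mode read, an EC20 of TRH (10 nM final) was injected and fluo-8 calcium signal (Ex 480/Em 530) followed at 1 s/cycle for 100 cycles in TRHR-expressing cells.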
D2 agonist – D2 dopamine receptor (human) agonism | AID 485358 | 340,000 compounds, 0.53% hits | activation, % at 2 µM | HEK293 T-REx D2 cells, calcium flux agonist mode | P14416;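 active = activation over 3 SD above normal in the single-dose calcium agonist read, cut at about 30% in these data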; note: 0% is about no effect
Target sequence (P14416 whole entry, looked up): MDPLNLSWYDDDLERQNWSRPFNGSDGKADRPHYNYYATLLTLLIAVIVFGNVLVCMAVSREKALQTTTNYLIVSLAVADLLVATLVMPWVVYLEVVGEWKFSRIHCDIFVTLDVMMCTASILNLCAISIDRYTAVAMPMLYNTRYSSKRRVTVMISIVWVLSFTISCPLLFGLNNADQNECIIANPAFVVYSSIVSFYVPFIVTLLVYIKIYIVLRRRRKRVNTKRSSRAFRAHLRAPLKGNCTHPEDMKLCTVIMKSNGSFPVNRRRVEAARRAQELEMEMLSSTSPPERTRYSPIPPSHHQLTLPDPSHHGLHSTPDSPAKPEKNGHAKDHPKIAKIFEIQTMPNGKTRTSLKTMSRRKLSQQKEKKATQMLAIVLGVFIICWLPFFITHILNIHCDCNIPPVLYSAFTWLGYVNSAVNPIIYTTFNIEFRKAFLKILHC
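Tetracycline-induced HEK293 Trex cells with D2 receptor force-coupled to calcium signaling, plated overnight at 30 C and loaded with no-wash calcium dye. Calcium flux read kinetically for 180 s after compound addition; responses flag agonists.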
D1 antagonist – human D1 dopamine receptor antagonism | P21728 | HEK293 TREx D1 cells, calcium flux, dopamine EC80; hits give low values | activity change, negative = inhibition, % at 10 µM | 360,000 compounds, 3.2% hits | AID 504652; in the data active = activity change below about -30%; note: % is set by controls: 0 for no effect and ±100 for the full control effect
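HEK293 T-REx cells expressing inducible, force-coupled D1 receptor; no-wash Ca dye, 30–90 min RT. Cmpd → 180 s read at 1 Hz → EC80 DA → 180 s read.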
D1 agonist – human D1 receptor agonism; HEK293 T-REx D1 cells, calcium flux, agonist mode; activation, % at 2 µM; 360,000 compounds, 1% hits; AID 504660; in the data active = activation above about 30%; note: 0% is about no effect
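Inducible HEK293 T-REx D1 cells, force-coupled to calcium signalling, were plated at 4000 cells/well with tetracycline and held overnight at 30 C. After no-wash calcium dye loading, compound-evoked calcium rise over 180 s flagged agonists.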
RXFP1 agonist – agonists of human relaxin receptor RXFP1; HEK293T-RXFP1 cAMP TR-FRET, 30 min; response scale: percent of porcine relaxin response, buffer zero; Potency, µM (doses to about 57.5 µM), without a hit: top-dose activation, usual class: activators; 370,000 compounds, 0.3% hits; active = well fitted activation curve with a large enough effect; inconclusive = small, poorly fitted or top-dose-only effect; note: potency is the fitted concentration of half-maximal effect; % is set by controls: 0 for no effect and ±100 for the full control effect; nearly all actives have a fitted effect of over 60% in size; many of its hits are not listed in these tables
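HEK293T cells stably expressing RXFP1 were pretreated with the PDE4 inhibitor Ro 20174, exposed to compounds for 30 min at 37C, lysed, and cAMP was read by TR-FRET. Data normalized to buffer (basal) and 29 nM porcine relaxin (100%).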
RXFP1 antag – blocks the human relaxin receptor RXFP1; AID 1259400; activity change, negative = inhibition, % at 57.5 µM; HEK293-RXFP1, relaxin-stimulated cAMP HTRF, 30 min; hits give low values; Q9HBX9; 350,000 compounds, 0.59% hits;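 active = activity change of -60% or lower, but not beyond a set lower limit; inconclusive = change between -60% and -40%, or beyond the set limit; inactive = change above -40%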; note: % is set by controls: 0 for no effect and ±100 for the full control effect
D2 PAM – positively modulates the human D2 dopamine receptor allosterically; P14416; HEK293 T-REx D2, calcium flux, EC20 dopamine potentiation; potentiation, % at 10 µM; 340,000 compounds, 0.34% hits; AID 485347;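 active = potentiation over 3 SD above the plate norm, cut at about 30% in these data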; note: 0% is about no effect
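Cells plated with tetracycline inducer and held overnight at 30 C; calcium dye loaded 30–90 min at room temperature; baseline taken, compound added and read 180 s; EC20 dopamine then added and read 180 s.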
D2 antag – antagonists of human D2 dopamine receptor; 340,000 compounds, 2% hits; P14416; HEK293 TREx D2 cells, calcium flux, dopamine EC80; inhibition, % at 10 µM; in the data active = inhibition above about 30%; note: 0% is about no effect
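Measurement of antagonist activity uses fluorescent calcium dye in inducible HEK293 T-REx D2 cells: 10 s baseline, compound addition with 180 s read, EC80 dopamine addition with a further 180 s read.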
* hit, by the source's call; ? = inconclusive; nt = no result given. Only part of the results is shown, so the mix of outcomes need not match the whole.

SMILES	D1 PAM	TRHR enhancer	D2 agonist	D1 antagonist	D1 agonist	RXFP1 agonist	RXFP1 antag	D2 PAM	D2 antag
CCOc1ccc(C2C(=O)N(C3CCCCCC3)CC(=O)N2Cc2ccccc2)cc1OC (stereo not drawn)	-0.1	-4.7	0.4	1.9	-2.6	1.3%	15.8	-8.4	nt
CC(C)NC(=O)CSc1nc2ccccc2c(=O)n1CCCOC(C)C	3.4	-1.2	-0.9	-15.6	1.5	4.3%	-9.4	-2.3	5.6
COc1ccc(/C=C/C(=O)Nc2ccc(C)cc2)cc1	-2.5	-5.5	1.0	-64.5*	1.0	0.1%	-15.2	-4.6	nt
CC1CCN(C(=O)CSc2nc3[nH]ncc3c(=O)[nH]2)CC1	-7.1	4.6	0.4	-9.1	1.0	0.7%	-16.7	19.9	2.3
CC(=O)NC12CC3CC(C1)CC(C(=O)OCC(=O)c1ccc4c(c1)OCCO4)(C3)C2	-6.5	-7.7	-1.1	-1.2	1.9	-0.2%	-5.2	-0.1	-6.3
CC1CCC(N2CC(=O)N(Cc3ccc4c(c3)OCO4)C(c3ccc(F)cc3)C2=O)CC1 (stereo not drawn)	0.3	5.6	-1.0	0.9	5.0	-0.5%	4.5	4.7	-11.4
COc1ccc(-n2c(=S)[nH]c3cc(C(=O)Nc4ccc(C)c(F)c4)ccc3c2=O)c(OC)c1	-3.1	2.3	-0.8	-14.9	3.0	3.7%	?	-5.7	2.4
CCOC(=O)c1ccc(Nc2nnc3nc(C)cc(C)n23)cc1	-1.1	3.0	0.4	-9.4	4.0	-1.2%	-12.5	-7.8	-29.9
Cc1cc(C)c(S(=O)(=O)Nc2cc(Cl)c3oc4c(c3c2)C(=O)CCC4)cc1C	-0.8	2.0	1.4	-5.0	2.4	-4.0%	-6.0	5.5	nt
Cc1cc(=O)oc2cc(OCC#N)ccc12	-2.3	0.7	-0.7	-3.1	0.2	2.6%	nt	4.8	-28.5
CC(C)c1ccc(NC(=O)NCc2ccc3c(c2)OCO3)cc1	-0.3	17.8	-2.2	2.3	0.5	-0.1%	-10.1	-12.4	-11.9
CCCN(CC(=O)Nc1ccccc1C)C(=O)c1ccc(-c2ccc(C(C)=O)cc2)o1	0.1	0.9	-0.2	-13.7	0.8	-2.3%	-10.5	0.3	9.9
Cc1ccc2oc(C(=O)Nc3sc4c(c3C(=O)NCc3ccccc3)CCCC4)cc(=O)c2c1	0.5	-0.8	1.0	3.9	-1.2	0.9%	2.5	-14.6	nt
Cc1ccc2[nH]c(=O)c(CN(CC3CCCO3)C(=O)c3ccco3)cc2c1 (stereo not drawn)	-1.1	1.4	-0.8	-3.6	3.0	4.1%	nt	2.9	4.0
CN1CCN(c2ccc(S(=O)(=O)N3CCCCC3)cc2NC(=O)Cc2ccc(Cl)cc2)CC1	5.3	-12.9	6.1	-14.2	91.3*	0.8%	-1.3	-11.5	5.1
Nc1nc2ccccc2n1C(=O)CCc1ccccc1	2.2	10.6	-2.1	-0.2	5.3	0.5%	1.2	-20.0	-9.8
COc1ccc(/C=C2\SC(=Nc3ccccc3OC)NC2=O)cc1	-3.2	-2.4	0.8	1.8	2.0	-0.1%	-8.4	5.5	2.4
CCn1c(=O)sc2cc(NS(=O)(=O)c3ccc(F)c(C)c3)ccc21	-2.3	-0.2	0.9	-11.1	10.3	3.7%	-6.7	-3.1	nt
O=C(Nc1ccc(Cl)cc1)c1cccnc1N1CCCCC1	-2.3	1.6	-0.8	3.0	1.2	1.4%	-9.3	-0.1	2.1
CCCC(O)(c1ccc(OC)cc1)C(CN(C)C)c1ccccc1 (stereo not drawn)	6.7	9.6	1.0	14.6	4.4	-1.1%	6.0	19.0	-10.0

Some of the entries above in another layout.
COc1ccc(/C=C2\SC(=Nc3ccccc3OC)NC2=O)cc1
  D1 PAM: -3.2
  TRHR enhancer: -2.4
  D2 agonist: 0.8
  D1 antagonist: 1.8
  D1 agonist: 2.0
  RXFP1 agonist: -0.1%
  RXFP1 antag: -8.4
  D2 PAM: 5.5
  D2 antag: 2.4
CCn1c(=O)sc2cc(NS(=O)(=O)c3ccc(F)c(C)c3)ccc21
  D1 PAM: -2.3
  TRHR enhancer: -0.2
  D2 agonist: 0.9
  D1 antagonist: -11.1
  D1 agonist: 10.3
  RXFP1 agonist: 3.7%
  RXFP1 antag: -6.7
  D2 PAM: -3.1
  D2 antag: nt

Five entries already listed, ordered by the number in D1 PAM, lowest first:
SMILES	D1 PAM
COc1ccc(-n2c(=S)[nH]c3cc(C(=O)Nc4ccc(C)c(F)c4)ccc3c2=O)c(OC)c1	-3.1
Cc1cc(=O)oc2cc(OCC#N)ccc12	-2.3
Cc1ccc2[nH]c(=O)c(CN(CC3CCCO3)C(=O)c3ccco3)cc2c1 (stereo not drawn)	-1.1
Cc1cc(C)c(S(=O)(=O)Nc2cc(Cl)c3oc4c(c3c2)C(=O)CCC4)cc1C	-0.8
Nc1nc2ccccc2n1C(=O)CCc1ccccc1	2.2

(further entries)
SMILES	D1 PAM	TRHR enhancer	D2 agonist	D1 antagonist	D1 agonist	RXFP1 agonist	RXFP1 antag	D2 PAM	D2 antag
CC1CCCC(C)N1C(=O)CSc1nnnn1-c1cccc2c1CCCC2 (stereo not drawn)	-2.1	-6.4	1.7	-6.8	22.8	0.6%	-2.5	-4.3	6.1
c1coc(-c2nnc(NC3=NCCC3)o2)c1	-4.7	27.2	1.6	-2.8	5.5	0.4%	3.0	-0.8	-15.5
CCN1CCN(c2nc3c(c(=O)[nH]c(=O)n3C)n2Cc2ccccc2)CC1	-0.1	-1.7	0.2	-3.1	4.6	3.2%	6.9	6.4	-0.6
O=C(CSc1nc2c([nH]c3ccccc32)c(=O)n1-c1cccc(C(F)(F)F)c1)N1CCCC1	-4.4	-1.9	1.9	-8.4	0.2	0.1%	nt	3.2	nt
Cc1ccc(S(=O)(=O)N2CCN(C(=O)CSc3nnnn3C)C2)cc1	-5.1	5.3	1.2	-4.0	1.2	1.2%	-1.5	-1.2	1.8
CN(C)S(=O)(=O)N1CCC(Oc2cccc(C(=O)NC3CCCCCC3)c2)CC1	-6.8	-3.5	-0.5	-31.7*	14.0	-0.3%	-20.8	13.6	-13.6
COc1ccc(C(=O)CSc2nnc(C(CO)NC(=O)c3ccc(OC)cc3)n2C)cc1 (stereo not drawn)	5.1	-5.8	nt	2.8	1.4	1.9%	-14.3	nt	nt
c1ccc2nc(N3CCOCC3)cnc2c1	-0.1	2.8	0.1	-4.1	2.1	2.3%	-5.0	0.7	-0.2
CCOc1ccc(C(CC(=O)O)N2Cc3ccccc3C2=O)cc1OC (stereo not drawn)	0.0	3.4	0.5	-6.1	-0.3	1.7%	nt	-3.1	nt
COc1ccc(/C=C\c2nc(O)c([N+](=O)[O-])c(=O)[nH]2)cc1O	0.8	-4.7	-0.5	-2.5	4.2	0.3%	-13.0	1.1	-1.2
C/C(=N\NC(=O)c1ccc(OC2CCCC2)cc1)c1ccc(O)cc1	-3.0	7.5	0.7	-9.5	3.5	1.7%	-24.8	12.2	-6.3
CN(Cc1ccccc1)c1ccc(C(=O)O)cc1[N+](=O)[O-]	8.4	0.7	0.6	17.4	6.3	-0.4%	-4.9	13.7	1.7
Cc1ccccc1N1CCN(C2CCCN(C(=O)c3ccsc3)C2)CC1 (stereo not drawn)	-5.5	4.9	-0.4	-7.2	2.5	1.7%	-11.9	-5.6	8.7
O=C(/C(=C/c1ccccc1Cl)c1ccccc1)N1CCOCC1	-4.5	-0.6	0.1	10.4	1.2	2.8%	-8.0	0.9	7.4
COc1ccc(N2CCN(c3c4c(nc5nncn35)CCC4)CC2)cc1	-1.8	1.1	-0.1	-5.5	1.8	18.6%	-1.1	4.5	nt
COCCn1c(SCC(=O)N2CCCCC2)nc2c(c1=O)SC(C)C2 (stereo not drawn)	-0.1	-3.0	0.3	14.1	3.1	-1.5%	-1.6	-6.0	-4.6
COc1ccc(C2C(=O)c3ccccc3C2=Nc2ccc(Br)cc2)cc1 (stereo not drawn)	4.4	-1.7	0.4	2.3	5.0	-1.9%	-4.0	-0.4	15.9
Cc1nnc(SCc2nnc(-c3cccs3)o2)n1C1CCCCC1	-3.6	-3.6	3.8	-2.4	0.1	2.6%	2.3	3.1	15.9
CN1CCN(C(=O)c2ccc(N(Cc3ccc(Cl)cc3)S(C)(=O)=O)cc2)CC1	-11.6	-6.4	-1.1	7.5	2.2	0.7%	-7.7	2.4	4.9
COc1ccc(CN(Cc2cccn2C)S(=O)(=O)c2ccc(C)cc2)cc1	-3.5	-1.7	0.2	-19.3	10.2	-1.7%	-10.8	-5.1	-11.1
CCC(=O)Nc1nc(-c2ccccc2)ns1	-5.2	-8.8	0.5	4.5	3.4	0.6%	-20.1	5.9	-2.2
CCCN1C(=O)C2(C(C(=O)c3ccc(C)o3)=C(O)C(=O)N2CCCOC)c2ccccc21 (stereo not drawn)	-0.5	14.6	-0.3	-0.7	0.6	?	15.2	2.5	4.8
Cn1c(CS/C(N)=N/N=C/c2ccccc2)c(Br)c(=O)n1-c1ccccc1	-1.7	-4.4	-0.9	5.6	4.9	0.6%	-1.0	6.8	-14.4
Cc1ccc(C(=O)Nc2cccnc2)cc1S(=O)(=O)N1CCCCC1	-5.3	24.3	0.3	7.6	4.3	2.4%	-10.1	-10.8	10.8
